High-throughput results deposited in PubChem BioAssay by National Center for Advancing Translational Sciences (NCATS).
TSG101-PTAP inh: TSG101-PTAP interaction inhibition, HIV-1 budding; Q99816; Potency, µM (top dose mostly 115 µM), for inactives: at the highest dose activity change, negative = inhibition, actives largely listed as inhibitors; Fluorescence polarization, FITC-PTAP peptide/Tsg101, 20 min; 44,000 tested, under 10 active; also: potency is read from the fitted curve at half-maximal effect; 0% is about no effect
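Fluorescence polarization binding of Tsg101 binding domain (10 uM final) to FITC-labeled PTAP-motif peptide (50 nM final) in HEPES pH 7.5/NaCl/Tween 20/EDTA/TCEP buffer; 20 min at r.t. Actives by curve class, <25 µM, efficacy <60% inhibition.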
B2AR arrestin ag: ADRB2 beta-arrestin recruitment; AID 1347077; HTLA Tango cells, beta-arrestin recruitment, luciferase luminescence, 18 h; Potency, µM (titrated, usually from 46.1 µM), for inactives: at the highest dose activation, actives largely listed as activators; 44,000 tested, under 10 active;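 also: potency is read from the fitted curve at half-maximal effect; 0% = DMSO and full agonism = EC100 isoproterenol or metaproterenol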
Target sequence (P07550 whole entry, looked up): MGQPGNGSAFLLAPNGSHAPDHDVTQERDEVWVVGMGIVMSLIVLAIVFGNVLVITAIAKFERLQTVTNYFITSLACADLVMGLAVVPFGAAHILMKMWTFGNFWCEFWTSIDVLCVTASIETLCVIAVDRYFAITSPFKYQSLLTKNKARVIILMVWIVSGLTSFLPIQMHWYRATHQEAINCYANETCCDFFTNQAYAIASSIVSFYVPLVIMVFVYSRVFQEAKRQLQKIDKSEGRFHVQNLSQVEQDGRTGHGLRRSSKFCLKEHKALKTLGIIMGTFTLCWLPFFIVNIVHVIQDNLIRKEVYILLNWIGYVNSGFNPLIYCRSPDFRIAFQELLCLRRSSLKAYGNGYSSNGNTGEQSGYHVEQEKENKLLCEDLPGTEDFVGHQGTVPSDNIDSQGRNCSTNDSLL
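Receptor–beta-arrestin recruitment read by tTA-responsive luciferase: compound titrations (up to 46 µM) incubated 18 h with Tango cells, then luminescent substrate 15 min at room temperature. Concentration-response fits classified by r2, efficacy and activity.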
p53null 32C kill: kills p53 null cells at the permissive temperature; Potency, µM (doses to about 46.1 µM), for the others: top-dose activity change, negative = cytotoxicity, most hits filed as cytotoxic; hit rate 0.62% among 55,000; H1299-neo p53 null cells, ATP luminescence, 24 h, 32C; AID 903;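 also: potency is read from the fitted curve at half-maximal effect; 0% = DMSO only and -100% = full killing by 100 µM tamoxifen; nearly all actives have a fitted effect of over 55% in size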
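ATP-content luminescence in p53-null H1299-neo cells after 24 h compound exposure (up to 46 uM) at 32C permissive temperature; 0% and 100% killing set by DMSO and 100 uM tamoxifen; Hill-equation AC50.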
FH mod: Identification of activators of human fumarate hydratase by quantitative high-throughput screening; FH coupled MDH/diaphorase resazurin fluorescence, 15 min; Potency, µM (top dose mostly 79.9 µM), without a hit: at the top dose activity change, negative = inhibition, actives largely listed as inhibitors; hit rate 0.22% among 54,000; also: potency is read from the fitted curve at half-maximal effect; % is scaled to controls: 0 for no effect and ±100 for the full control effect; the screen sought activators but most active calls are inhibition curves; nearly all actives have a fitted effect of over 45% in size
Target sequence (P07954 whole entry, looked up): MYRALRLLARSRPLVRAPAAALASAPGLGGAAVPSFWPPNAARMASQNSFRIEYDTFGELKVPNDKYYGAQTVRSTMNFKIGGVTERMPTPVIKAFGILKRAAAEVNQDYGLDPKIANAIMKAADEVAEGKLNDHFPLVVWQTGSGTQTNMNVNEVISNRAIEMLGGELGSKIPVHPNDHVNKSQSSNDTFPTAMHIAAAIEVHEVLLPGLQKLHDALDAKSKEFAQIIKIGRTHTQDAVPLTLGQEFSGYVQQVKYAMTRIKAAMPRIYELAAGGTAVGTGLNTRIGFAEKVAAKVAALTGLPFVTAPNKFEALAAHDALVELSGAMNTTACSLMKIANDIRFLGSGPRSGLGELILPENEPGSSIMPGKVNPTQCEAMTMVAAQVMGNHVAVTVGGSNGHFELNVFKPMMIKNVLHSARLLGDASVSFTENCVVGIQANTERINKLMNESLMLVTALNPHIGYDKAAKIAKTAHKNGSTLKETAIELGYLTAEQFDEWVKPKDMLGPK
GALK inhibitor: GALK (human) enzyme inhibition | P51570 | recombinant GALK, Kinase-Glo ATP luminescence, 1 h | Potency, µM (titrated, usually from 57.5 µM), without a hit: at the highest dose activity, negative = inhibition, most hits filed as inhibitors | 44,000 tested, under 10 active | AID 1347072;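 also: plate controls were full GALK reaction for no effect and reaction lacking GALK for full effect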
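Luminescent ATP-depletion readout (Kinase-Glo Plus) after 1 h room-temperature incubation of human GALK (5 nM) with galactose 100 µM and ATP 35 µM, pH 8.0 HEPES/Mg2+ buffer; compounds tested in qHTS format.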
p53null 39C kill: selectivity test: cytotoxicity in p53 null cells, nonpermissive temperature; H1299 p53-null (neo) cells, 39C, ATPlite viability, 24 h; Potency, µM (highest dose often 46.1 µM), for inactives: top-dose activity, negative = cell killing, actives largely listed as cytotoxic; hit rate 0.97% among 55,000;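 also: potency is read from the fitted curve at half-maximal effect; 0% = DMSO only and -100% = full killing by 100 µM tamoxifen; nearly all actives have a fitted effect of over 50% in size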
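Luminescent ATP signal reported cell survival after H1299 lines (neo, p53 null; or p53 A138V) received up to 46 uM compound and 24 hr incubation at 39C.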
NTMT1 inh: blocks human N-terminal methyltransferase 1 activity; NTMT1 MTase-Glo SAH luminescence, purified enzyme; hit rate 2.5% among 59,000; AID 1645870; Potency, µM (highest dose often 114 µM), for the others: at the top dose activity change, negative = inhibition, usual class: inhibitors;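 also: potency is read from the fitted curve at half-maximal effect; plate controls were DMSO vehicle for no effect and no enzyme for full effect; nearly all actives have a fitted effect of over 65% in size; many of its hits are not listed in these tables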
Active calls of the source: *; ? = inconclusive; [ ] = dose if it differs, or a comment. Calls follow the shape of the dose curve; as a rule, active = well fitted curve in the direction sought with a large enough effect; inconclusive = small, poorly fitted or top-dose-only effect, or another doubt; inactive = no such curve, though single readings can be large; an effect the other way counts as inactive or inconclusive. Some of the compounds tested; rates above refer to the full screens.

Labels used below – A = TSG101-PTAP inh; B = B2AR arrestin ag; C = p53null 32C kill; D = FH mod; E = GALK inhibitor; F = p53null 39C kill; G = NTMT1 inh
> Cc1ccc(CNC(=O)CN2C(=O)COc3ccc(S(=O)(=O)N4CCC(C)CC4)cc32)cc1
  A: -7.4%	B: 1.1%	C: 0.9%	D: -6.3%	E: -2.6%	F: -9.3%	G: -5.5%
> COc1cccc(NC(=O)c2ccc3[nH]c(C)cc(=O)c3c2)c1
  A: 0.0%	B: -2.5%	C: -3.4%	D: -5.7%	E: 3.4%	F: -0.9%	G: ?
> COc1cccc(NC(=O)c2sc3nc(C)c(C(=O)Nc4ccc(C)cc4C)c(-c4ccc(C)o4)c3c2N)c1
  A: -2.5%	B: 0.5%	C: 3.3%	D: -17.0%	E: 2.7%	F: -8.0%	G: 8.0%
> COc1ccc(-c2cn3c(n2)sc2cc(C(=O)NC4CCCCC4)ccc23)cc1
  A: 2.2%	B: -0.8%	C: -3.2%	D: 1.7%	E: -8.6%	F: -27.8%	G: 3.4%
> CCN(Cc1ccccc1)C(=O)Cn1c(=O)n(-c2ccc(OC)cc2OC)c(=O)c2c(C)c(C)sc21
  A: -2.2%	B: 7.0%	C: 15.2%	D: -3.7%	E: 0.0%	F: -3.9%	G: -6.1%
> CC1CN(C(=O)CCC(=O)NCc2ccccc2)c2cc(Cl)ccc2O1 (stereo unspecified)
  A: 1.5%	B: -2.4%	C: ?	D: -13.9%	E: 1.0%	F: ?	G: 10.1%
> CCOc1ccc(N(CC(=O)NCc2ccccc2Cl)S(=O)(=O)c2c(C)[nH]c(=O)[nH]c2=O)cc1
  A: -3.8%	B: 0.7%	C: -1.6%	D: -2.0%	E: -0.9%	F: -3.7%	G: -18.7%
> Cc1ccc(NC(=O)Cn2c(=O)n(Cc3nc(-c4ccccc4)no3)c(=O)c3ccccc32)c(C)c1
  A: 0.0%	B: 0.4%	C: -10.1%	D: -3.3%	E: 2.1%	F: 6.8%	G: -10.3%
> CCN(CC)c1cc(C)c2cc(NC(=O)/C=C/c3ccc(C)cc3)ccc2n1
  A: -4.0%	B: 0.0%	C: -11.4%	D: -9.9%	E: -1.2%	F: -15.7%	G: 9.4%
> COc1ccc(/C=C(\NC(=O)c2ccccc2)C(=O)NC2CCCCC2)cc1
  A: -2.9%	B: -0.4%	C: 11.1%	D: 1.4%	E: 0.0%	F: 11.8%	G: 2.1%

Some of the entries so far, as a markdown table:
| SMILES | TSG101-PTAP inh | B2AR arrestin ag | p53null 32C kill | FH mod | GALK inhibitor | p53null 39C kill | NTMT1 inh |
| --- | --- | --- | --- | --- | --- | --- | --- |
| CCOc1ccc(N(CC(=O)NCc2ccccc2Cl)S(=O)(=O)c2c(C)[nH]c(=O)[nH]c2=O)cc1 | -3.8% | 0.7% | -1.6% | -2.0% | -0.9% | -3.7% | -18.7% |
| Cc1ccc(NC(=O)Cn2c(=O)n(Cc3nc(-c4ccccc4)no3)c(=O)c3ccccc32)c(C)c1 | 0.0% | 0.4% | -10.1% | -3.3% | 2.1% | 6.8% | -10.3% |
| CCN(CC)c1cc(C)c2cc(NC(=O)/C=C/c3ccc(C)cc3)ccc2n1 | -4.0% | 0.0% | -11.4% | -9.9% | -1.2% | -15.7% | 9.4% |
| COc1ccc(/C=C(\NC(=O)c2ccccc2)C(=O)NC2CCCCC2)cc1 | -2.9% | -0.4% | 11.1% | 1.4% | 0.0% | 11.8% | 2.1% |

The listing picks up, repeating the 2 entries before the break.
Labels used below – A = TSG101-PTAP inh; B = B2AR arrestin ag; C = p53null 32C kill; D = FH mod; E = GALK inhibitor; F = p53null 39C kill; G = NTMT1 inh
> CCN(CC)c1cc(C)c2cc(NC(=O)/C=C/c3ccc(C)cc3)ccc2n1
  A: -4.0%	B: 0.0%	C: -11.4%	D: -9.9%	E: -1.2%	F: -15.7%	G: 9.4%
> COc1ccc(/C=C(\NC(=O)c2ccccc2)C(=O)NC2CCCCC2)cc1
  A: -2.9%	B: -0.4%	C: 11.1%	D: 1.4%	E: 0.0%	F: 11.8%	G: 2.1%
> Cc1cc(-c2ccc(C)c(S(=O)(=O)NCc3ccc(Cl)cc3)c2)on1
  A: -6.4%	B: -1.7%	C: 15.5%	D: -23.0%	E: -0.4%	F: 15.0%	G: -0.1%
> CCCCC(=O)NC1CC(=O)N(c2ccc3c(c2)OCCO3)C1 (stereo unspecified)
  A: 0.6%	B: -2.5%	C: -5.8%	D: 4.0%	E: 1.5%	F: 13.1%	G: 5.6%
> CCCCn1c(COc2cccc(OC)c2)nc2ccccc21
  A: -4.2%	B: -0.4%	C: -4.4%	D: -13.8%	E: -1.7%	F: -2.0%	G: -14.9%
> CCOc1ccccc1NC(=O)c1cc2cc3cc(C)ccc3nc2s1
  A: -6.1%	B: 0.3%	C: 0.5%	D: 6.2%	E: 1.6%	F: -15.5%	G: 8.0%
> CCOc1ccccc1CNC(=O)c1cc2cc(S(=O)(=O)N3CCCCC3)ccc2n1C
  A: 1.9%	B: -0.8%	C: -1.6%	D: -7.0%	E: -0.3%	F: 8.7%	G: -2.4%
> CCCc1cc(=O)[nH]c2nnc(SC(C)CC)n12 (stereo unspecified)
  A: -1.4%	B: -1.8%	C: 2.6%	D: 6.5%	E: -0.8%	F: -4.1%	G: ?
> O=C(NCc1ccccc1Cl)c1ccc(-n2cnc3cccnc32)cc1
  A: -6.2%	B: -0.1%	C: -5.3%	D: -2.8%	E: 0.7%	F: 29.2%	G: -9.3%
> CCCCNC(=O)CCSc1nc(-c2ccc3c(c2)OCO3)cc(C(F)(F)F)n1
  A: -0.3%	B: -0.8%	C: -5.3%	D: 1.5%	E: 0.0%	F: -8.4%	G: 0.8%
> CCN(CC)CCNC(=O)c1cn(CCOC)c(=O)c2c1c1ccccc1n2C
  A: 0.6%	B: -0.7%	C: -2.7%	D: -42.0%	E: -5.0%	F: 11.4%	G: -4.9%
> CN1C(=O)C(C)(C)c2cc(S(=O)(=O)N3CCCC3C(=O)Nc3ccc(F)cc3)ccc21 (stereo unspecified)
  A: -3.3%	B: 3.0%	C: -12.8%	D: 1.1%	E: 2.7%	F: -21.2%	G: 16.2%

Given bar-delimited: two of the compounds above.
smiles | TSG101-PTAP inh | B2AR arrestin ag | p53null 32C kill | FH mod | GALK inhibitor | p53null 39C kill | NTMT1 inh
CCN(CC)CCNC(=O)c1cn(CCOC)c(=O)c2c1c1ccccc1n2C | 0.6% | -0.7% | -2.7% | -42.0% | -5.0% | 11.4% | -4.9%
CCCc1cc(=O)[nH]c2nnc(SC(C)CC)n12 (stereo unspecified) | -1.4% | -1.8% | 2.6% | 6.5% | -0.8% | -4.1% | ?

The list continues:
Labels used below – A = TSG101-PTAP inh; B = B2AR arrestin ag; C = p53null 32C kill; D = FH mod; E = GALK inhibitor; F = p53null 39C kill; G = NTMT1 inh
> CCOC(=O)c1ccc(NS(=O)(=O)c2ccc3[nH]c4c(c3c2)CCCCC4)cc1
  A: 0.9%	B: 0.1%	C: 36.4%[activator]	D: ?	E: -1.3%	F: 82.2%[activator]	G: ?
> CCc1nc(SCc2cc(=O)c3cc(C)ccc3[nH]2)n[nH]1
  A: -2.0%	B: -0.5%	C: -9.6%	D: 7.0%	E: 2.9%	F: -2.6%	G: -5.7%
> CC(=O)c1ccc(NC(=O)CSc2nc3c(=O)n(C)c(=O)n(C)c3n2C)cc1
  A: 1.5%	B: -0.9%	C: -3.7%	D: 17.6%	E: 0.6%	F: -0.5%	G: 10.5%
> COC(=O)c1ccccc1NC(=O)Cc1nc(-c2ccc(OC)cc2)no1
  A: -3.6%	B: -0.2%	C: -3.1%	D: -8.6%	E: 0.6%	F: ?	G: 5.0%
> Cc1ccc(-n2nnc(-c3nsc(NC(=O)c4cccc(Cl)c4)n3)c2C)cc1C
  A: 0.7%	B: -0.5%	C: -5.8%	D: 5.3%	E: 0.9%	F: -1.8%	G: 15.0%
> CC1CCN(S(=O)(=O)c2ccc3c(c2)N(CC(=O)NCC(C)c2ccccc2)C(=O)CO3)CC1 (stereo unspecified)
  A: -5.7%	B: 0.1%	C: -1.6%	D: -5.5%	E: -12.4%	F: -15.0%	G: -0.8%
> Cn1c(=O)n(C)c2cc(N3CCOCC3)c(NS(=O)(=O)c3ccc(Cl)cc3)cc21
  A: -4.9%	B: -1.6%	C: -2.1%	D: -26.5%	E: 0.5%	F: -8.9%	G: -6.7%
> COc1ccc(NC(=O)c2nc(-c3ccc(C)cc3)n3c2CCCCC3)cc1
  A: ?	B: 0.1%	C: 43.8%[activator]	D: -13.3%	E: -3.7%	F: 55.5%[activator]	G: 3.0%
> CC(C)N(Cc1ccccc1)C(=O)CN1C(=O)CSc2ccc(S(=O)(=O)N3CCCC3)cc21
  A: -3.3%	B: -0.5%	C: -5.6%	D: -10.0%	E: 5.3%	F: -16.2%	G: -4.1%
> Oc1ccc(NCc2ccc(OCc3ccccc3)cc2)cc1
  A: -1.1%	B: 0.9%	C: ?	D: -26.0%	E: 0.0%	F: ?	G: ?
